V1aR counter – V1a receptor agonism, counter-screen for OXTR agonists; activation, % at 3 µM; P37288; CHO-V1R cells, Fluo-8 calcium fluorescence, agonist mode; 0% DMSO, 100% 3 nM vasopressin; actives 0.25% (n = 320,000); AID 2797;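 active means activation above the mean activation of all tested compounds plus 3 SD, per screening run, cut at about 20% in these data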;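 further: signal is peak over basal fluorescence ratio across a 100 second FLIPR read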
Target sequence (P37288 whole entry, looked up): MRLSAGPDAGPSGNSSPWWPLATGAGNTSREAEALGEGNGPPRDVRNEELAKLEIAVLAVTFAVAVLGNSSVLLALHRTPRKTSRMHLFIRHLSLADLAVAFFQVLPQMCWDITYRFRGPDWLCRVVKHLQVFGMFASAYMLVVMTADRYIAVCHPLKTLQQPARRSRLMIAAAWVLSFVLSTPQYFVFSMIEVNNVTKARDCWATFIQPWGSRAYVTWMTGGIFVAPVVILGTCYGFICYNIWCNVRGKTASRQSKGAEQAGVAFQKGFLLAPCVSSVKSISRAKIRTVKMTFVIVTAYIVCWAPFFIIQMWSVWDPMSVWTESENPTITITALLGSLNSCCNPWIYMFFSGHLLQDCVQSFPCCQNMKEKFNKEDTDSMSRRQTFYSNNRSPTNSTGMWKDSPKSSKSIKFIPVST
OXTR ag – activates the human oxytocin receptor; P30559; CHO-OTR cells, Fluo-8 calcium fluorescence; normalized: DMSO 0%, oxytocin 100%; activation, % at 3 µM; actives 0.32% (n = 320,000); AID 2435;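 active means activation above the mean of all tested compounds plus 3 SD, cutoff set per screening run, cut at about 20% in these data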;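 further: peak over basal fluorescence ratio from a 100 s FLIPR kinetic read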
Target sequence (P30559 whole entry, looked up): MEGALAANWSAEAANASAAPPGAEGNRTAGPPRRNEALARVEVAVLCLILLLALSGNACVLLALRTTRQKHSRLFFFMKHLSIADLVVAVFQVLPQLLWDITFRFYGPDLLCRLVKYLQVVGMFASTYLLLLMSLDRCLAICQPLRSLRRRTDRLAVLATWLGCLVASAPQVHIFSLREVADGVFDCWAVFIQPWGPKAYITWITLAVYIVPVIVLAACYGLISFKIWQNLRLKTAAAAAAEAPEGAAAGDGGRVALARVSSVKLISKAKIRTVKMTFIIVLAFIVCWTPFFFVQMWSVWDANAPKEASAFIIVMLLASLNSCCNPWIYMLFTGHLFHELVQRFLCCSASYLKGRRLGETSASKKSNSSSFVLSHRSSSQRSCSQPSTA
MEKK2 mut-MEK5 – signal of MEK5 binding to mutant human MEKK2 PB1 domain; bead flow cytometry, Alexa488-MEK5 binding to MEKK2 mutant; percent response, % at 10 µM; actives 0.35% (n = 290,000); AID 1530; in the data active means percent response above about 24%, passing the limit was not always enough; further: inactives centre near 1; some results filed as inactive read as strong as hits; reference of the scale not given here
GPR7 antagonist – blocks human GPR7 receptor signaling | inhibition, % at 4.4 µM | P48145 | AID 1861 | actives 1.1% (n = 290,000) | GPR7-expressing cells, fluorescence antagonist assay; in the data active means inhibition above about 16%, passing the limit was not always enough;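 further: cells stimulated with the agonist NPW; 0% = agonist with vehicle and 100% = vehicle without agonist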
MEKK2wt PB1 HTS – raises or lowers MEK5 binding to wildtype human MEKK2 PB1 domain; actives 1.1% (n = 290,000); binding response (% of control), % at 10 µM; bead flow cytometry, Alexa488-MEK5 binding to MEKK2 WT; actives lie on both sides; Q9Y2U5; in the data active means binding response below about 67% or above about 130%
NALP1 inh – inhibitors of NALP1 inflammasome in yeast. S. cerevisiae NALP1/ASC/caspase-1 growth, X-gal OD620, 72 h. inhibition, % at 10 µM. actives 0.61% (n = 280,000). AID 2071; in the data active means inhibition mostly above about 24%, no sharp cut-off; inactive means mostly below about 32%; further: some compounds called inactive have numbers as strong as hits
PHOSPHO1 inh – PHOSPHO1 (human) inhibition; actives 1.1% (n = 290,000); inhibition, % at 13.3 µM; recombinant PHOSPHO1, absorbance phosphatase assay; AID 1565; in the data active means inhibition above about 60%
Target sequence (Q8TCT1 whole entry, looked up): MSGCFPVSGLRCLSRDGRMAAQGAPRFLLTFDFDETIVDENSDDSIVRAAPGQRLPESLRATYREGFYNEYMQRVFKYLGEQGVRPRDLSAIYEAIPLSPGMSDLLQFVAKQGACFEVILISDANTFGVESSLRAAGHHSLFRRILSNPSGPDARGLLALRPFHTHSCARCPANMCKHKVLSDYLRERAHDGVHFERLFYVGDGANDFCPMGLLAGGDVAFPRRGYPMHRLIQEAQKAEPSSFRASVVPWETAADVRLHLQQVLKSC
MEKK3 PB1 HTS – raises or lowers MEK5 binding to the human MEKK3 PB1 domain. actives 1.4% (n = 290,000). AID 1529. binding response (% of control), % at 10 µM. bead-based flow cytometry, Alexa488-MEK5 binding to MEKK3; actives lie on both sides; 0 = blocked by unlabeled MEK5, 100 = vehicle. Q99759;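 active means binding response more than 3 SD above or below the average of its plate-row segment, actives on both sides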;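 further: Alexa488 bead fluorescence after subtracting the streptavidin-only scavenger bead signal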
GalR3 antagonist – human GalR3 antagonism. HEK293 GalR3-CNG cAMP membrane potential fluorescence; galR3 body fused to GalR1 C-terminus. inhibition, % at 3 µM. actives 0.44% (n = 360,000). AID 651719. O60755;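 active means inhibition above the screen-wide average plus 3 SD, cut at about 13% in these data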;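 further: forskolin and galanin both at EC90 stimulate the cells; cAMP rise reported by CNG channel membrane potential dye signal; 0% = forskolin plus galanin with DMSO and 100% = forskolin alone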
The depositor's hits bear a star.

For Cc1c(C(=O)N2CCCC2)c(S(=O)(=O)Nc2cccc(Br)c2)c(C)n1C the results were V1aR counter -0.4, OXTR ag -0.6, MEKK2 mut-MEK5 -2, GPR7 antagonist 3, MEKK2wt PB1 HTS 102, NALP1 inh 5, PHOSPHO1 inh 1, MEKK3 PB1 HTS 97 and GalR3 antagonist -10.
Screening Cc1ccc(C(=O)N2CCCC(N3CCN(c4ccccc4F)CC3)C2)s1 (configuration not stated) returned V1aR counter 0.7, OXTR ag -0.8, MEKK2 mut-MEK5 10, GPR7 antagonist 0, MEKK2wt PB1 HTS 108, NALP1 inh -9, PHOSPHO1 inh 17, MEKK3 PB1 HTS 107 and GalR3 antagonist -7.
`Cc1cccc(NC(=O)c2cccnc2)c1` gave V1aR counter -0.2, OXTR ag 0.4, MEKK2 mut-MEK5 3, GPR7 antagonist -14, MEKK2wt PB1 HTS 103, NALP1 inh -10, PHOSPHO1 inh 1, MEKK3 PB1 HTS 97 and GalR3 antagonist -4.
`Cc1ccc(N2CCN(c3ccc(C)cc3)C2c2ccccn2)cc1` gave V1aR counter 0.3, OXTR ag -1.0, MEKK2 mut-MEK5 -5, GPR7 antagonist 1, MEKK2wt PB1 HTS 88, NALP1 inh 9, PHOSPHO1 inh -11, MEKK3 PB1 HTS 87 and GalR3 antagonist -8.
`CCN1CCCC1CNC(=O)C(=O)NC(C)C` (configuration not stated) gave V1aR counter -0.1, OXTR ag 0.2, MEKK2 mut-MEK5 -1, GPR7 antagonist -2, MEKK2wt PB1 HTS 96, NALP1 inh 3, PHOSPHO1 inh 37, MEKK3 PB1 HTS 102 and GalR3 antagonist -2.
Screening COC(=O)[C@H](Cc1ccccc1)NC(=O)N(C)Cc1ccccc1 returned V1aR counter 0.1, OXTR ag -0.2, MEKK2 mut-MEK5 3, GPR7 antagonist -7, MEKK2wt PB1 HTS 104, NALP1 inh -4, PHOSPHO1 inh 42, MEKK3 PB1 HTS 101 and GalR3 antagonist -4.
Screening CCOc1ccccc1NC(=O)COC(=O)Cc1ccc(-c2ccccc2)cc1 returned V1aR counter 0.9, OXTR ag 1.1, MEKK2 mut-MEK5 3, GPR7 antagonist -4, MEKK2wt PB1 HTS 96, NALP1 inh 18, PHOSPHO1 inh 2, MEKK3 PB1 HTS 98 and GalR3 antagonist -4.
For CC1Oc2ccccc2N(CC(=O)N2CCc3ccccc32)C1=O (configuration not stated) the results were V1aR counter -0.1, OXTR ag -1.7, MEKK2 mut-MEK5 2, GPR7 antagonist -14, MEKK2wt PB1 HTS 104, NALP1 inh 1, PHOSPHO1 inh 11, MEKK3 PB1 HTS 99 and GalR3 antagonist -6.
COc1ccc(C2Nc3ccc(Br)cc3C(c3ccccc3)N2CC(=O)O)cc1 (configuration not stated) was read as V1aR counter -0.6, OXTR ag -0.6, MEKK2 mut-MEK5 -2, GPR7 antagonist -2, MEKK2wt PB1 HTS 84, NALP1 inh -8, PHOSPHO1 inh -5, MEKK3 PB1 HTS 81 and GalR3 antagonist 1.
Screening Cc1noc(C)c1S(=O)(=O)N1CCCC(C(=O)NCCc2ccc(Cl)cc2)C1 (configuration not stated) returned V1aR counter 4.3, OXTR ag 2.8, MEKK2 mut-MEK5 6, GPR7 antagonist -20, MEKK2wt PB1 HTS 121, NALP1 inh -4, PHOSPHO1 inh 4, MEKK3 PB1 HTS 105 and GalR3 antagonist -4.
For CCCOc1ccc(Cc2c(Cl)nc(SC)nc2NC)cc1 the results were V1aR counter 4.5, OXTR ag -0.5, MEKK2 mut-MEK5 -1, GPR7 antagonist -2, MEKK2wt PB1 HTS 97, NALP1 inh 21, PHOSPHO1 inh -25, MEKK3 PB1 HTS 95 and GalR3 antagonist 64*.
`Cc1nnsc1NC(=O)OCC(C)C` gave V1aR counter 0.4, OXTR ag -0.6, MEKK2 mut-MEK5 -2, GPR7 antagonist -7, MEKK2wt PB1 HTS 96, NALP1 inh 4, PHOSPHO1 inh 6, MEKK3 PB1 HTS 93 and GalR3 antagonist 8.
Screening CC1=C(C(N)=O)C(c2ccccc2[N+](=O)[O-])n2ncnc2N1 (configuration not stated) returned V1aR counter 1.2, OXTR ag 0.2, MEKK2 mut-MEK5 0, GPR7 antagonist 6, MEKK2wt PB1 HTS 92, NALP1 inh 11, PHOSPHO1 inh 14, MEKK3 PB1 HTS 101 and GalR3 antagonist -9.
Screening O=C(Nc1cc(C(F)(F)F)ccc1N1CCCC1)c1cccnc1 returned V1aR counter -1.4, OXTR ag -0.9, MEKK2 mut-MEK5 -6, GPR7 antagonist -7, MEKK2wt PB1 HTS 95, NALP1 inh -5, PHOSPHO1 inh -39, MEKK3 PB1 HTS 95 and GalR3 antagonist -6.
Screening COc1ccc(-c2cc(C(=O)Nc3nc4ccccc4s3)c3ccccc3n2)cc1OC returned V1aR counter -0.1, OXTR ag 0.5, MEKK2 mut-MEK5 1, GPR7 antagonist -8, MEKK2wt PB1 HTS 107, NALP1 inh 28, PHOSPHO1 inh -7, MEKK3 PB1 HTS 104 and GalR3 antagonist -4.
Screening Cc1nc2ccc(NC(=O)c3cc(S(=O)(=O)N(C)c4ccccc4)ccc3Cl)cc2s1 returned V1aR counter 6.3, OXTR ag 7.5, MEKK2 mut-MEK5 2, GPR7 antagonist -3, MEKK2wt PB1 HTS 86, NALP1 inh 25, PHOSPHO1 inh 2, MEKK3 PB1 HTS 107 and GalR3 antagonist 78*.
Screening CCN(CC)C(=S)SCC(=O)Nc1ncc2c(n1)CCCC2=O returned V1aR counter -1.0, OXTR ag -0.6, MEKK2 mut-MEK5 2, GPR7 antagonist -11, MEKK2wt PB1 HTS 101, NALP1 inh 5, PHOSPHO1 inh 7, MEKK3 PB1 HTS 101 and GalR3 antagonist -4.
`O=C(Nc1nnc(CSCc2ccc(F)cc2)s1)c1ccc([N+](=O)[O-])cc1` gave V1aR counter 7.2, OXTR ag 5.5, MEKK2 mut-MEK5 -2, GPR7 antagonist -4, MEKK2wt PB1 HTS 97, NALP1 inh 27, PHOSPHO1 inh -16, MEKK3 PB1 HTS 96 and GalR3 antagonist 7.
For Cc1ccc(Oc2ccc(S(=O)(=O)N3CCOCC3)cc2C(N)=O)cc1C the results were V1aR counter 3.4, OXTR ag 1.1, MEKK2 mut-MEK5 4, GPR7 antagonist -11, MEKK2wt PB1 HTS 108, NALP1 inh 15, PHOSPHO1 inh -27, MEKK3 PB1 HTS 104 and GalR3 antagonist -1.
Screening Oc1ccc(N2CCN(CC(O)c3ccccc3)CC2)cc1 (configuration not stated) returned V1aR counter 0.5, OXTR ag 2.0, MEKK2 mut-MEK5 -3, GPR7 antagonist -18, MEKK2wt PB1 HTS 102, NALP1 inh 7, PHOSPHO1 inh 35, MEKK3 PB1 HTS 104 and GalR3 antagonist -9.
Screening CCc1c(C)c(C#N)c2nc3ccccc3n2c1N1CCN(c2cc(C)ccn2)CC1 returned V1aR counter 1.2, OXTR ag 0.0, GPR7 antagonist 2, NALP1 inh -2 and PHOSPHO1 inh 18.
For COc1ccc(OC)c(NC(=O)CCOc2cccc(C)c2)c1 the results were V1aR counter 1.9, OXTR ag 3.4, MEKK2 mut-MEK5 3, GPR7 antagonist -5, MEKK2wt PB1 HTS 103, NALP1 inh 16, PHOSPHO1 inh 20, MEKK3 PB1 HTS 103 and GalR3 antagonist -12.
For Cc1cc(C)nc(Sc2ccc3nnc(C(F)(F)C(F)(F)C(F)(F)F)n3n2)n1 the results were V1aR counter 0.0, OXTR ag 0.1, MEKK2 mut-MEK5 -3, GPR7 antagonist -8, MEKK2wt PB1 HTS 83, PHOSPHO1 inh 6, MEKK3 PB1 HTS 85 and GalR3 antagonist -3.
Screening CCn1cc(CNC(=O)c2ccc(OC3CCN(Cc4ccccn4)CC3)cc2)cn1 returned V1aR counter 3.1, OXTR ag 0.8, MEKK2 mut-MEK5 7, GPR7 antagonist -4, MEKK2wt PB1 HTS 107, NALP1 inh 0, PHOSPHO1 inh 41, MEKK3 PB1 HTS 104 and GalR3 antagonist -3.
For O=C(COC(=O)c1n[nH]c2ccccc12)Nc1ccc(Cl)cc1[N+](=O)[O-] the results were V1aR counter 3.8, OXTR ag 1.8, MEKK2 mut-MEK5 -21, GPR7 antagonist 7, MEKK2wt PB1 HTS 74, NALP1 inh 7, PHOSPHO1 inh 29, MEKK3 PB1 HTS 78 and GalR3 antagonist -4.
`COc1cc(C(c2c(C)[nH][nH]c2=O)c2c(C)[nH][nH]c2=O)ccc1OC(C)C` gave V1aR counter 1.7, OXTR ag 1.2, MEKK2 mut-MEK5 0, GPR7 antagonist 6, MEKK2wt PB1 HTS 97, NALP1 inh 13, PHOSPHO1 inh 0, MEKK3 PB1 HTS 81 and GalR3 antagonist -4.
For O=S(=O)(Nc1ccccn1)c1cccc(S(=O)(=O)c2ccc(Br)cc2)c1 the results were V1aR counter 8.6, OXTR ag 8.2, MEKK2 mut-MEK5 -11, GPR7 antagonist 6, MEKK2wt PB1 HTS 86, NALP1 inh 9, PHOSPHO1 inh 28, MEKK3 PB1 HTS 93 and GalR3 antagonist 0.
`COc1cccc(NC(=S)NC(C)c2ccc(OC)c(OC)c2)c1` (configuration not stated) gave V1aR counter 1.7, OXTR ag 1.5, MEKK2 mut-MEK5 5, GPR7 antagonist -13, MEKK2wt PB1 HTS 105, NALP1 inh 3, PHOSPHO1 inh 30, MEKK3 PB1 HTS 106 and GalR3 antagonist -7.
`Cc1ccc(CC(=O)N2CCOCC2)cc1` gave V1aR counter 0.4, OXTR ag -0.1, MEKK2 mut-MEK5 8, GPR7 antagonist -2, MEKK2wt PB1 HTS 117, NALP1 inh 11, PHOSPHO1 inh -3, MEKK3 PB1 HTS 107 and GalR3 antagonist -3.
CC(=O)Nc1cccc(Oc2nc(C)cc(C)c2C#N)c1 was read as V1aR counter 3.6, OXTR ag 0.7, MEKK2 mut-MEK5 13, GPR7 antagonist 0, MEKK2wt PB1 HTS 104, NALP1 inh 27, PHOSPHO1 inh -14, MEKK3 PB1 HTS 103 and GalR3 antagonist 0.

Reprinted from the listing (two entries):
`Cc1ccc(CC(=O)N2CCOCC2)cc1` gave V1aR counter 0.4, OXTR ag -0.1, MEKK2 mut-MEK5 8, GPR7 antagonist -2, MEKK2wt PB1 HTS 117, NALP1 inh 11, PHOSPHO1 inh -3, MEKK3 PB1 HTS 107 and GalR3 antagonist -3.
CC(=O)Nc1cccc(Oc2nc(C)cc(C)c2C#N)c1 was read as V1aR counter 3.6, OXTR ag 0.7, MEKK2 mut-MEK5 13, GPR7 antagonist 0, MEKK2wt PB1 HTS 104, NALP1 inh 27, PHOSPHO1 inh -14, MEKK3 PB1 HTS 103 and GalR3 antagonist 0.

The results go on:
Screening CCCNC(=O)Cn1cnc([N+](=O)[O-])n1 returned V1aR counter 1.9, OXTR ag 0.6, MEKK2 mut-MEK5 -2, GPR7 antagonist -5, MEKK2wt PB1 HTS 98, NALP1 inh 19, PHOSPHO1 inh -5, MEKK3 PB1 HTS 97 and GalR3 antagonist -4.
Screening CC(=O)N1c2ccc(S(=O)(=O)N(C)CC(=O)NC3CCCCC3C)cc2CC1C (configuration not stated) returned V1aR counter 0.3, OXTR ag -0.4, MEKK2 mut-MEK5 6, GPR7 antagonist 2, MEKK2wt PB1 HTS 101, NALP1 inh 4, PHOSPHO1 inh 24 and MEKK3 PB1 HTS 101.
`Cc1ccc(Br)cc1S(=O)(=O)N1CCN(c2ccccc2)CC1` gave V1aR counter 0.2, OXTR ag -2.3, MEKK2 mut-MEK5 0, GPR7 antagonist -3, MEKK2wt PB1 HTS 98, NALP1 inh -27, PHOSPHO1 inh 17, MEKK3 PB1 HTS 100 and GalR3 antagonist -6.
`O=C(Nc1ccccc1Cl)NC1CCCCCCC1` gave MEKK2 mut-MEK5 3, GPR7 antagonist -18, MEKK2wt PB1 HTS 104, NALP1 inh 3, PHOSPHO1 inh 56, MEKK3 PB1 HTS 103 and GalR3 antagonist -2.
